# Screens from PubChem BioAssay.
# IMPase Li inh – IMPase inhibition in cells with lithium potentiation; Potency, µM (titrated, usually from 59.4 µM), inactives show top-dose activity, negative = IMPase inhibition, actives largely listed as inhibitors; AID 1457; 0.35% of 210,000 active; CHO-M1 cells, IP1 TR-FRET (IP-One), carbachol + lithium;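 note: IP1 builds up when IMPase is blocked and the TR-FRET signal falls; plate controls were basal vehicle for no effect and high inhibitor control for full effect; nearly all actives have a fitted effect of over 50% in size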
#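 CHO-M1, 2000 cells/well, 16–30 h culture; cpd + low Li+, 30 min 37C; lysis with d2-IP1/Eu-anti-IP1 Ab, 10 min RT; TR-FRET 665/620 ratio and 620 channel; AC50 via Hill.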
# aGlu spleen mod – inhibitors or activators of human alpha-glucosidase in spleen homogenate; Potency, µM (doses to about 79.9 µM), inactives show at the top dose activity change, negative = inhibition, most hits filed as inhibitors; 0.006% of 240,000 active; P10253; human spleen homogenate, 4-MU-alpha-glucoside fluorescence;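 note: 0% = enzyme with vehicle and -100% = no enzyme basal signal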
#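 Compounds were titrated against alpha-glucosidase in spleen homogenate at pH 5.0, with 1 mM 4-methylumbelliferyl substrate for 40 min at 37 C. Reactions were quenched with pH 10 NaOH/glycine and fluorescence measured.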
# GAA glycogen mod – inhibitors or activators of human alpha-glucosidase glycogen cleavage; P10253; recombinant GAA, glycogen substrate, Amplex Red glucose oxidase fluorescence; Potency, µM (highest dose often 76.4 µM), for the others: at the highest dose activity change, negative = inhibition, most hits filed as inhibitors; 0.38% of 300,000 active; AID 2100;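 note: 0% = full enzyme reaction and -100% = no-enzyme basal signal; the screen sought inhibitors and activators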
#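 Recombinant enzyme (4 nM final) with compounds titrated up to 77 uM and bovine liver glycogen (30 ug) in citrate pH 5.0, 0.01% Tween-20, 37 C 40 min. Released glucose detected by Amplex Red/glucose oxidase (Ex 573/Em 610); AC50 from Hill fits.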
# HTT ATP protect – Huntington cell model cytoprotection by ATP luminescence | PC12 HTT-Q103 induced, cytoprotection, ATP luminescence, 40 h | Potency, µM (highest dose often 56.4 µM), for inactives: cytoprotection (ATP increase), actives largely listed as activators | 0.14% of 230,000 active;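 note: % of control where 0% means no effect; nearly all actives have a fitted effect of over 45% in size; toxic huntingtin expression switched on by the ecdysone agonist tebufenozide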
#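 ATP quantification (ATPlite) reports survival of PC12 cells in which tebufenozide, 100 nM final, switches on Htt exon 1 with 103 glutamines linked to GFP; compounds are titrated.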
# HttQ103 aggreg – reduces HttQ103-GFP aggregates in PC12 cells. 1.1% of 220,000 active. PC12 HttQ103-GFP aggregates, Acumen cytometry, 40 h. Potency, µM (titrated, usually from 46.1 µM), for inactives: top-dose activity change, negative = inhibition, most hits filed as inhibitors. AID 1688; note: % is set by controls: 0 for no effect and ±100 for the full control effect; nearly all actives have a fitted effect of over 60% in size
#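 PC12 cells with ecdysone-inducible HTT exon1 Q103-GFP, induced by 100 nM tebufenozide, given compounds in a concentration series. GFP aggregates (1–25 um, 6 SD above background) counted in lysates by laser-scanning cytometry, 488 nm excitation.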
# GAA inhib – alpha-glucosidase (human) inhibition | P10253 | purified human GAA, 4-MU-alpha-glucoside fluorescence | Potency, µM (titrated, usually from 76.9 µM), for the others: top-dose activity change, negative = inhibition, most hits filed as inhibitors | 0.005% of 200,000 active;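 note: plate controls were uninhibited enzyme wells for no effect and no-enzyme background for full effect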
#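 Fluorogenic assay: 4 nM human alpha-glucosidase with 400 uM 4-methylumbelliferyl-alpha-D-pyranoside in 50 mM citrate/phosphate, 0.005% Tween-20, pH 5.0, 20 min at room temperature. Compounds tested up to 77 uM; AC50 from Hill fits.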
# RGS12 GoLoco inh – RGS12 GoLoco-Gai1 interaction inhibition | P63096 | Gai1:RGS12 GoLoco peptide FP, rhodamine, 10 min | Potency, µM (titrated, usually from 61.6 µM), for the others: top-dose activity, negative = inhibition, hits mostly inhibitors | 0.44% of 230,000 active | AID 880; active = well fitted inhibition curve with a large enough effect, not every such curve was filed as active; inactive = no such curve, though single readings can be large or run the other way; note: % is set by controls: 0 for no effect and ±100 for the full control effect; nearly all actives have a fitted effect of over 30% in size; many of its hits are not listed in these tables
# Target sequence (P63096 whole entry, looked up): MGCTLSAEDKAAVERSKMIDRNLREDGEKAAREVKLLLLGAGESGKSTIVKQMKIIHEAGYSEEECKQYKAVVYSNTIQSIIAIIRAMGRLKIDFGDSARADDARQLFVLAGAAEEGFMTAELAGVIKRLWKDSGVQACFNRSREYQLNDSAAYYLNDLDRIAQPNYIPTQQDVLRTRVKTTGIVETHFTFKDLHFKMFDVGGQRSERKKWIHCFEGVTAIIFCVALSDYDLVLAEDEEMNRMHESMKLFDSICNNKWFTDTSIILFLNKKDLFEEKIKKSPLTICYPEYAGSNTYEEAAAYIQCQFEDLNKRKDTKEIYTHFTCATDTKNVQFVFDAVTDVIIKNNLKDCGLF
# Numbers without * were called inactive; ? = inconclusive; nt = not tested or not shown; & = joins results of further samples; ! = repeats disagree; [ ] = dose if it differs, or a comment. Unless noted, calls come from the whole dose curve; as a rule, active = well fitted curve in the direction sought with a large enough effect; inconclusive = small, poorly fitted or top-dose-only effect, or another doubt; inactive = no such curve, though single readings can be large; an effect the other way counts as inactive or inconclusive. Potency is the fitted concentration of half-maximal effect. Some of the compounds tested, so the mix of outcomes need not match the whole.
# Every second line gives: IMPase Li inh, aGlu spleen mod, GAA glycogen mod, HTT ATP protect, HttQ103 aggreg, GAA inhib, RGS12 GoLoco inh
CC1(C)C(=O)OC(C(=O)c2ccccc2)C(C)(C)C1=O (centres undefined)
    3%[38.3 µM], 0%, 5%, -13%, ?, -10%, 6%
Cc1ccc(N2C(=O)C(CC(=O)Nc3cccc(F)c3)N(C3CC3)C2=O)cc1 (centres undefined)
    3%, -5%, 3%, -13%, -1%, -6%, -5%
N/C(=N\OC(=O)CC1CCCCC1)c1cccc([N+](=O)[O-])c1
    2%, -1%, -5%, 5%[10 µM], 10%, 3%, 8%
FC(F)(F)COc1nc(N2CCCCC2)nc(N2CCNCC2)n1
    23%[38.3 µM], -12%, 0%, 13%, 6%, -4%, 5%
CC(C)CCNC(=O)C(C)N(C(=O)Cn1nnc(-c2ccc(F)cc2)n1)C1CCCC1 (centres undefined)
    -3%[38.3 µM], 3%, -10%, -31%, -5%, -10%, 3%
Cc1c([N+](=O)[O-])cc(C(=O)Nc2ccc(Cc3ccncc3)cc2)cc1[N+](=O)[O-]
    1%, 0%, 4%, 13%[10 µM], -17%, -7%, -1%
COc1cc(OC)cc(C(=O)N2CCN(C3CCN(Cc4ccccc4)CC3)CC2)c1
    38%[activator][38.3 µM], -4%, -5%, 19%, 0%, -23%, 0%
CC(C)(C)OC(=O)N/N=C/c1ccc(N2CCOCC2)s1
    5%, 2%, -2%, 24%[10 µM], 1%, 7%, -2%
CC(C)COCC(CN(Cc1ccccc1)c1ccccc1)N1CCCC1 (centres undefined)
    25%&10%&65%&1%, -6%&-6%&20%&-11%&9%, -10%, -141%&-46%[inhibitor], ?, -10%[15.4 µM], 11µM*!
COCCN1Cc2cccc(C(=O)Nc3cccc(C)c3C)c2C1=O
    25%[38.3 µM], 1%, -4%, ?, 1%[9.22 µM], 13%, 8%

# Reprinted at random: 6 compounds from above, in no set order.
# Every second line gives: IMPase Li inh, aGlu spleen mod, GAA glycogen mod, HTT ATP protect, HttQ103 aggreg, GAA inhib, RGS12 GoLoco inh
Cc1c([N+](=O)[O-])cc(C(=O)Nc2ccc(Cc3ccncc3)cc2)cc1[N+](=O)[O-]
    1%, 0%, 4%, 13%[10 µM], -17%, -7%, -1%
CC(C)CCNC(=O)C(C)N(C(=O)Cn1nnc(-c2ccc(F)cc2)n1)C1CCCC1 (centres undefined)
    -3%[38.3 µM], 3%, -10%, -31%, -5%, -10%, 3%
CC1(C)C(=O)OC(C(=O)c2ccccc2)C(C)(C)C1=O (centres undefined)
    3%[38.3 µM], 0%, 5%, -13%, ?, -10%, 6%
CC(C)(C)OC(=O)N/N=C/c1ccc(N2CCOCC2)s1
    5%, 2%, -2%, 24%[10 µM], 1%, 7%, -2%
N/C(=N\OC(=O)CC1CCCCC1)c1cccc([N+](=O)[O-])c1
    2%, -1%, -5%, 5%[10 µM], 10%, 3%, 8%
Cc1ccc(N2C(=O)C(CC(=O)Nc3cccc(F)c3)N(C3CC3)C2=O)cc1 (centres undefined)
    3%, -5%, 3%, -13%, -1%, -6%, -5%

# The list goes on.
# Every second line gives: IMPase Li inh, aGlu spleen mod, GAA glycogen mod, HTT ATP protect, HttQ103 aggreg, GAA inhib, RGS12 GoLoco inh
O=[N+]([O-])c1nn(-c2ccc(Cl)cc2)n(O)c1=NCc1cccnc1
    3%, 0%, -3%, 11%[10 µM], 2%, 3%, 4%
COc1ccc2c(c1)[nH]c1c(=O)n(CCc3cnc[nH]3)cnc12
    27%[38.3 µM], -7%, -13%, -20%, 12%, 13%, -12%
O=C(CN1CCCCCC1)Nc1ccc(F)c(F)c1F
    16%[38.3 µM], -3%, 0%, 23%, -16%, 2%, 5%
Cc1cc(NC(=O)CCC(=O)N(Cc2ccco2)C(C(=O)NC2CCCCC2)c2ccccc2)no1 (centres undefined)
    10%, -13%, 1%, 2%[10 µM], -15%, 0%, -5%
O=c1[nH]c2ccccc2n1CCCSc1cnc2ccccc2n1
    22%[38.3 µM], -3%, -14%, -11%, 11µM*, 2%, 10%
CC(=O)c1cccc(NC(=O)c2nccnc2C(=O)O)c1
    -10%[38.3 µM], -6%, -3%, 22%, 0%, -3%, 1%
CC(=O)NC(=S)Nc1cccc(S(=O)(=O)NC2=NCCC2)c1
    -3%, -9%, 6%, -14%[10 µM], 2%, 0%, 0%
CN(C)C(=S)c1ccccc1
    nt, 1%, 16%, 12%[10 µM], -1%[9.22 µM], 5%, -2%
Cc1nc(C(F)(F)F)nc(Nc2ccc(Br)cc2)c1C#N
    -6%, 1%, -3%, -5%[10 µM], -7%, -3%, -5%
COc1cc([C@@H]2C[C@H]3CN(c4ccccc4)C(=O)[C@]34CCCN24)cc(OC)c1OC
    15%, -3%, 13%, 11%[10 µM], 1%[9.22 µM], nt, 33%[activator]

# A draw from above in order of length of the SMILES, descending:
# Every second line gives: IMPase Li inh, aGlu spleen mod, GAA glycogen mod, HTT ATP protect, HttQ103 aggreg, GAA inhib, RGS12 GoLoco inh
Cc1cc(NC(=O)CCC(=O)N(Cc2ccco2)C(C(=O)NC2CCCCC2)c2ccccc2)no1 (centres undefined)
    10%, -13%, 1%, 2%[10 µM], -15%, 0%, -5%
O=[N+]([O-])c1nn(-c2ccc(Cl)cc2)n(O)c1=NCc1cccnc1
    3%, 0%, -3%, 11%[10 µM], 2%, 3%, 4%
CC(=O)c1cccc(NC(=O)c2nccnc2C(=O)O)c1
    -10%[38.3 µM], -6%, -3%, 22%, 0%, -3%, 1%

# (further entries)
# Every second line gives: IMPase Li inh, aGlu spleen mod, GAA glycogen mod, HTT ATP protect, HttQ103 aggreg, GAA inhib, RGS12 GoLoco inh
COC(=O)c1cc2c(ccn2-c2ccc(F)cc2)n1CC(=O)N1CCN(C(=O)c2ccco2)CC1
    24%[38.3 µM], -8%, 1%, 20%[10 µM], ?, -1%, -4%
Cc1ccc(C(=O)COc2nc(C)nc3ccccc23)cc1
    0%, -4%, 13%, -2%, 3%, 0%, -1%
COc1ccccc1NC(=O)Nc1c(C)nn(C)c1C
    1%, 5%, -13%, -16%, -7%, -2%, -5%
COc1cc(Cl)c(C)cc1NC(=O)CSc1nnc(-c2ccco2)n1CC(C)C
    -2%[38.3 µM], 3%, 1%, -16%[0.074 µM], -26%, ?, 4%
COc1ccc(-n2c(Cc3cccn3C)nnc2SCC(=O)Nc2ccc3c(c2)OCCO3)cc1
    -1%[38.3 µM], 8%, 12%, -20%, -9%, -1%, 75%[activator]
O=C1C=CC(=O)N1CCNc1ncc(C(F)(F)F)cc1Cl
    20%, 0%, 13%, -7%[10 µM], ?, 7%, 0%
COc1ccc2c(c1)O[C@@H](c1cccc(C(F)(F)F)c1)[C@H](OC(=O)Nc1ccc(C)c(Br)c1)C2=O
    -6%, 2%, nt, 30%, nt, nt, 6%
O=C(CCn1c(=O)oc2ccccc21)Nc1nc2ccccc2s1
    21%[38.3 µM], -11%, 3%, -3%[10 µM], -16%, -1%, 19%
COc1ccc(OC)c2[nH]c(=O)c(CCNC(=O)COc3ccccc3)cc12
    -6%[38.3 µM], -3%, -1%, -4%, 2%, 5%, -6%
CCOC(=O)C1C(=O)NC(c2ccccc2)=NC1c1ccc(O)c(OC)c1 (centres undefined)
    4%, 7%, -17%, -23%, 2%, -7%, 4%
COc1ccc(N(C)S(=O)(=O)c2cccc(C(=O)OCC(=O)NCc3ccccc3OC)c2)cc1
    nt, 7%, 1%, -13%[10 µM], -23%[9.22 µM], nt, 6%
O=C(Nc1ccccc1-c1ccccc1)c1ccco1
    4%[38.3 µM], 6%, 12%, -6%[10 µM], -15%[9.22 µM], -2%, -3%
COC(=O)C1=C(SC)N(c2ccc(OC)cc2)C(c2ccccc2)CC1=O (centres undefined)
    -7%, 4%, -2%, nt, 3%, -5%, -3%
Cc1nn(C(C)(C)C)c(OC(=O)c2cccs2)c1Sc1ccccc1
    63%[activator][38.3 µM], -8%, -6%, -20%, 27%, -3%, 5%
COC(=O)c1nc[nH]c1C(=O)OC
    nt, -1%, 3%, 7%[10 µM], -7%[9.22 µM], nt, 10%
Cc1ccc(C2(C)NC(=O)N(CC(=O)NCCC3=CCCCC3)C2=O)cc1 (centres undefined)
    28%[38.3 µM], 2%, -4%, 18%, 4%, -1%, 17%
CCOC(=O)C1=C(SCC(=O)Nc2ccccc2)NC(=O)C(C#N)C12CCCCC2 (centres undefined)
    -16%[38.3 µM], -5%, -20%, -3%, 16%, -10%, 12%
CC(Sc1nc(NCc2ccccc2)nc(N(C)C)n1)C(=O)Nc1ccccc1 (centres undefined)
    10%[38.3 µM], -7%, -1%, -23%, -4%, -4%, 1%
N#CCCN(CC(=O)O)S(=O)(=O)c1ccccc1
    11%[38.3 µM], -4%, 0%, -1%, -7%, 0%, 7%
CCC(=O)N1CCN(c2ccc(NC(=O)c3ccc(N4CCCC4)c([N+](=O)[O-])c3)cc2)CC1
    6%, -9%, -3%, 17%[10 µM], 14%, 6%, -5%
O=C1NC(=O)/C(=C\c2ccc(N3CCOCC3)o2)N1
    37%[activator], -6%, -22%, ?, -25%, -6%, -10%
Clc1cccc(CON/C=N/c2ncnc3sccc23)c1
    16%[38.3 µM], -1%, 2%, -16%, ?, 3%, 4%
C=C(C)COc1ccc2c(c1)CCC1C2CC[C@]2(C)C(=O)/C(=N/O)CC12 (some centres undefined)
    -12%, nt, nt, -20%[10 µM], nt, nt, 0%[14.2 µM]
CCOC(=O)C1(C)NC(c2ccco2)C2C(=O)N(c3ccc(C)cc3)C(=O)C21 (centres undefined)
    0%, -5%, 2%, 18%[10 µM], 14%, -15%, 7%
O=C(O)CCc1ccc(-c2cccs2)n1NC(=O)c1ccc(Cl)cc1Cl
    27%[38.3 µM], -1%, 19%, -17%[10 µM], 30%, -1%, 2%
Cc1noc(C)c1S(=O)(=O)N(Cc1ccccc1)C(C)C
    nt, 5%, -3%, 10%[10 µM], 16%[9.22 µM], ?, 1%
N#Cc1nc(-c2cccs2)oc1NCC1CCCO1 (centres undefined)
    -4%[38.3 µM], 11%, ?, 11%[10 µM], 19%, ?, 7%
OCCN(Cc1ccccc1)Cc1ccccc1Cl
    21%[38.3 µM], -8%, -7%, 20%, 27%, -1%, 4%
